# MITF inh = blocks human microphthalmia-associated transcription factor; AlphaScreen MITF homodimerization, bead proximity signal; inhibition, % at 2.6 µM; 650,000 tested, 0.91% active; in the data active = inhibition above about 50%;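 note: 0% = vehicle wells with protein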
# TEAD-YAP inh = TEAD-YAP interaction inhibition; HEK-TIYL cells, TEAD-Gal4/YAP UAS-luciferase luminescence; inhibition, % at 9.12 µM; 640,000 tested, 1.4% active; in the data active = inhibition above about 32%;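 note: 0% = median of test compound wells and 100% = reference inhibitor wells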
# GPR151 activ = activators of human GPR151; activation, % at 11.2 µM; AID 1508602; PathHunter beta-arrestin GPR151 cells, luminescence; 650,000 tested, 1% active; in the data active = activation above about 4.9%;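 note: 0% = median of compound wells and 100% = cells with positive control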
# FBW7 act = activators of human E3 ligase FBW7; AlphaScreen FBW7–phospho-cyclin E peptide binding, activator screen; 650,000 tested, 0.13% active; normalized activity (activation), % at 26.1 µM; Q969H0; in the data active = normalized activity above about 1.9%;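 note: purified mutant Fbw7 with reduced substrate affinity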
# Target sequence (Q969H0 whole entry, looked up): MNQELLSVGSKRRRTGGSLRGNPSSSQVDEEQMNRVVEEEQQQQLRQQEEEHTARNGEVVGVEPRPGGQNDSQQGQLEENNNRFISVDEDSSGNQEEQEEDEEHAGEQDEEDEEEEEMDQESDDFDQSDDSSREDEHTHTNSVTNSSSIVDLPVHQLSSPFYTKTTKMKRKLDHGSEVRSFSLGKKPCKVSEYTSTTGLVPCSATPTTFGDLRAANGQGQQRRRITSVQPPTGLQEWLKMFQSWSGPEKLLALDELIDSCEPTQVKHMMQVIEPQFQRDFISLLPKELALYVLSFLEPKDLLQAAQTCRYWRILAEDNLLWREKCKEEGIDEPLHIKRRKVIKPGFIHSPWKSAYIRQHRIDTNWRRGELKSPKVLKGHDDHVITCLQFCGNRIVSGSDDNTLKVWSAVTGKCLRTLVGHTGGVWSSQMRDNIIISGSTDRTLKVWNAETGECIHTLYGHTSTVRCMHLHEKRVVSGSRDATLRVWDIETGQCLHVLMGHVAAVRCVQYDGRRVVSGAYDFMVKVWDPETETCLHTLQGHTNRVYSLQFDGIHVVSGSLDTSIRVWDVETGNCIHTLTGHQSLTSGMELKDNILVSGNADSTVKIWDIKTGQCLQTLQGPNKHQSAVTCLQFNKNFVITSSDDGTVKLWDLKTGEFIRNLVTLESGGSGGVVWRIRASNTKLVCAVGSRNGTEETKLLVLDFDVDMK
# An asterisk follows results filed as active.
SMILES,MITF inh,TEAD-YAP inh,GPR151 activ,FBW7 act
CC1CCCC(C)N1CC(O)COc1ccc(Cl)cc1 (configuration not stated),-7,-11,-0.7,-0.2
CCN(CC)c1ccc(C(=O)Nn2c(-c3cc(OC)cc(OC)c3)nc3ccccc3c2=O)cc1,13,6,-1.3,0.2
O=C(Cc1cccs1)Nc1cccc2c1C(=O)N(c1ccccc1)C2=O,10,5,1.2,0.0
CC(C)(C)NS(=O)(=O)c1ccc(OCC(=O)Nc2ccc3c(c2)OCCO3)cc1,1,13,-0.2,0.2
CC(=O)Nc1ccc(CN2CCCCC2)cc1,-4,-8,-1.2,0.0
N=c1c(C(=O)NCCN2CCOCC2)cc2c(=O)n3ccccc3nc2n1CC1CCCO1 (configuration not stated),18,6,-2.1,-0.1
Cc1cc2c(cc1S(=O)(=O)NC1CCCCCC1)OCC(=O)N2,19,-18,-1.4,0.6
Cc1cc(CN(C)C(=O)CCc2nnc(Cc3cccc(C(F)(F)F)c3)o2)n[nH]1,-11,-4,0.4,-0.1
Cn1c(C(=O)NCCCN2CCc3ccccc3C2)cc2c(=O)n(C)c3ccccc3c21,6,-1,4.1,0.1
Cc1ccc2nc(NC(=O)C(Cc3c[nH]c4ccccc34)NC(=O)OCc3ccccc3)sc2c1 (configuration not stated),9,8,2.1,-0.1
O=C(N1N=C(c2ccc(C3=NN(C(=O)C(F)(F)F)C(c4ccccc4)C3)cc2)CC1c1ccccc1)C(F)(F)F (configuration not stated),0,4,-1.6,0.0
Cc1cccc(OCCCNCCO)c1C,19,4,-0.8,0.9
O=C(Nc1ccc(-c2nc3ccccc3o2)cc1)c1cc(=O)c2ccccc2o1,19,7,-0.6,0.5
O=[N+]([O-])c1cccc(/C=C/c2ncc3ccccn23)c1,14,-63,-1.1,-0.1
Cc1c(C(=O)Nc2ccncc2)cccc1[N+](=O)[O-],-7,10,1.6,0.1
CCC1Sc2ccccc2N(CC(=O)NCCOC)C1=O (configuration not stated),16,6,0.3,0.0
COc1ccccc1N1CCN(C(=O)COc2ccc(Br)c(C)c2)CC1,11,-3,0.4,0.1
FC(F)(F)c1ccc(Cn2cnc3c(NC4CCN(Cc5ccccc5)CC4)nc(N4CCN(c5ccccn5)CC4)nc32)cc1,6,13,0.5,0.0
O=C(CCN1C(=O)/C(=C\c2cccs2)SC1=S)N1CCCC1,5,21,6.0*,-0.8
COc1ccc2nc(SCC(=O)NC3CCCC3)c(C#N)cc2c1,10,0,-0.8,0.2

# No new results follow: 3 of the compounds above.
SMILES,MITF inh,TEAD-YAP inh,GPR151 activ,FBW7 act
FC(F)(F)c1ccc(Cn2cnc3c(NC4CCN(Cc5ccccc5)CC4)nc(N4CCN(c5ccccn5)CC4)nc32)cc1,6,13,0.5,0.0
O=C(CCN1C(=O)/C(=C\c2cccs2)SC1=S)N1CCCC1,5,21,6.0*,-0.8
COc1ccc2nc(SCC(=O)NC3CCCC3)c(C#N)cc2c1,10,0,-0.8,0.2

# More compounds follow.
SMILES,MITF inh,TEAD-YAP inh,GPR151 activ,FBW7 act
Cc1ccc(C2(C)NN=C(c3ccccc3)S2)o1 (configuration not stated),14,2,-3.3,0.5
CCOC(=O)c1ccccc1Nc1nc(-c2ccc(C)cc2)nc2ccccc12,18,-39,-0.7,0.2
Cc1ccc(OCC(=O)NC2CCS(=O)(=O)C2)cc1 (configuration not stated),12,-3,1.7,0.0
CC1(C)[C@@H]2CC[C@@]1(CS(=O)(=O)N1CCCC(c3[nH]ncc3-c3ccccc3)C1)C(=O)C2 (some centres not stated),-3,3,-0.4,0.0
Cc1ccc(-n2c3c(cc(C(=O)Nc4cccnc4)c2=O)C(=O)CC(C)(C)C3)cc1,7,-5,0.5,0.1
CC1Cc2ccccc2N1S(=O)(=O)c1ccccc1C(F)(F)F (configuration not stated),-1,5,0.8,0.1
COc1ccc(NC(=O)NNC(=O)C(Sc2ccccc2)c2ccccc2)c(OC)c1 (configuration not stated),-5,0,-1.4,-0.2
COc1ccc(Nc2nnc(-c3cc4ccc(OC)cc4oc3=O)s2)cc1,13,17,-0.7,1.3
c1ccc(CCNCC2COc3ccccc3O2)cc1 (configuration not stated),9,-6,-0.2,-0.1
COc1cc(NC(=O)CSc2n[nH]c(C)c2[N+](=O)[O-])cc(OC)c1OC,-6,-10,-1.2,0.0
O=C1C2C3C=CC(C3)C2C(=O)N1CNc1ccc(O)cc1 (configuration not stated),15,1,-2.3,0.6
COc1ccc(C2CC(=O)C(C=NCc3ccccc3)=C(O)C2)cc1 (configuration not stated),-10,0,-0.1,-0.1
Cc1nn(C)c(C)c1-c1ccc(C(=O)NCCCN2CCCC2=O)s1,5,-6,1.8,-0.3
CC(=O)c1cccc(NC(=O)CCc2c(C)nc3c(-c4ccc(F)cc4)c(C)nn3c2C)c1,11,11,0.5,0.0
CC(=O)Nc1ccc(Nc2nc(-c3ccc(F)c(C)c3)cs2)cc1,13,-82,1.1,-0.1
COc1cc(/C(C)=N\NC(=O)c2cc3ccccc3cc2O)cc(OC)c1OC,-1,0,-0.4,0.1
COc1ccc(C2NC(=S)NC3=C2CCc2ccc(OC)cc23)cc1 (configuration not stated),11,0,0.8,0.2
N#Cc1ccc(CSc2nnc(CNc3ccccc3)o2)cc1,1,-1,1.6,-0.1
COc1ccc(NC(=O)N(C)c2ccccc2)cc1,4,-28,-0.8,-0.1
CCOC(=O)CCc1c(C)nc2cc(-c3ccc(F)cc3)[nH]n2c1=O,11,-8,-0.6,0.0
COc1ccc(-c2nnc3c4ccccc4c(C)nn23)cc1S(=O)(=O)N1CCCC1,1,-11,1.5,-0.2
O=C(CN1CCN(Cc2ccccc2F)C1=O)NCc1cccnc1,-5,2,-0.8,0.1
COc1ccc(-c2nc3cc(NC(=O)COc4cc(C)ccc4C(C)C)ccc3o2)cc1Cl,17,3,-0.5,0.4
Cc1cccc(NC(=O)c2sc3nc4c(c(-c5cccs5)c3c2N)CCCC4)c1C,7,3,0.7,0.2
CC(=O)c1cc(F)c(N2CCN(C(=O)c3ccccc3)CC2)cc1C,3,2,-0.6,0.2
CCN(CC)S(=O)(=O)c1ccc(N/N=C(\C)c2ccc([N+](=O)[O-])cc2)nc1,6,4,0.2,0.4
O=C(Nn1c(=S)[nH]c2ccsc2c1=O)c1ccccc1,6,-22,5.0*,0.2
CC(=O)n1c(Cl)c(NC(=O)CCl)c2ccccc21,4,9,-0.9,0.0
CCOC(=O)c1c(NC(=O)C(C)Sc2nnc(CNC(=O)c3ccc([N+](=O)[O-])cc3)n2-c2ccccc2OC)sc2c1CCCC2 (configuration not stated),-2,8,-1.0,-0.1
COc1ccc2c(c1)C(C)CC(C)(C)N2C(=O)c1sc2ccccc2c1Cl (configuration not stated),-5,-2,1.2,-0.5
COc1ccc(NC(=O)c2cc3n(n2)C(C(F)(F)F)CC(c2ccc4c(c2)OCO4)N3)cc1Cl (configuration not stated),1,-9,0.9,-0.1
O=C(CSc1nc2ccccc2c(=O)n1C1CC1)NCc1ccccc1,9,14,2.4,0.1
CN1CCN(Cc2cc(Cl)c(O)c3ncccc23)CC1,98*,90*,0.8,-0.8
CC1CCN(C2CCN(Cc3ccc4c(c3)OCO4)CC2)CC1,54*,1,-0.2,-0.1
O=C(CSc1cn(Cc2ccc(Cl)cc2)c2ccccc12)N1CCCCCC1,-5,-8,-0.1,0.3
COc1cccc(C2=CC(c3ccc(Cl)cc3)n3nnnc3N2)c1 (configuration not stated),2,10,3.1,-0.2
CC(C)(C)NC(=O)NC(=O)CN1CCN(c2ccccc2O)CC1,3,-1,-0.9,0.0
CCCCSCCCNC(=O)c1ccc(N2CCCC2=O)cc1,-7,-14,0.9,-0.1
CC(=O)N1N=C(c2cccs2)OC1(C1CCCCC1)C1CCCCC1,2,2,0.8,-0.1
O=C(NCC1CCCO1)C1CCCN(S(=O)(=O)N2CCC3(CC2)OCCO3)C1 (configuration not stated),8,5,0.6,0.6
CC(=O)c1ccc(NS(=O)(=O)c2ccc(C)c(C(N)=O)c2)cc1,-20,-1,-1.9,0.0
COCCN/C=C1\C(=O)c2ccccc2N(Cc2ccc(Cl)cc2)S1(=O)=O,13,-3,-0.7,0.1
Cc1c(C)c(CSc2nc3ccccc3s2)c(C)c(C)c1Br,-9,-5,2.8,0.1
c1ccc(-n2cnc3cc(NCc4ccccn4)ccc32)cc1,17,-36,0.7,0.3
Cc1c(N(C(=O)c2ccc([N+](=O)[O-])cc2)C(C)C)c(=O)n(-c2ccccc2)n1C,5,9,1.7,0.1
CC(=O)Nc1ccc(/C=C(\C#N)NCc2ccco2)cc1,1,6,2.8,-0.1
Cc1ccccc1NC(=O)COc1ccc(C(C)(C)C)cc1,5,-10,-0.7,0.1
Cc1ccc(C(C)(O)CN2CCOCC2)cc1 (configuration not stated),26,4,0.1,0.5
CCOC(=O)c1sc2nc(SCC(=O)N(C)Cc3ccccc3)n(CCc3ccccc3)c(=O)c2c1C,-4,0,0.0,-0.1
CCN(CC)CCOc1ccc2ccccc2c1,-4,-8,-0.6,-0.1
COC(=O)/C(C#N)=C/c1c(Oc2ccc(Cl)cc2)nc2ccccn2c1=O,14,2,0.1,0.1
COCCNC(=O)[C@@H]1C[C@H](NCc2ccc(C(C)C)cc2)CN1Cc1ccccc1Cl,7,-10,1.4,0.7
COc1cccc(-n2c(SCC(=O)Nc3cccc(Cl)c3C)nc3n[nH]c(C)c3c2=N)c1,12,14,0.7,-0.1
O=C(CCC(=O)c1ccc2c(c1)OCCO2)Nc1nccs1,-5,-24,-1.2,-0.1
COC(=O)CSc1nnc(CNS(=O)(=O)c2ccc(C)cc2)n1C,-8,-6,0.3,-0.1
CCC(CC)c1nnc(NC(=O)c2ccc(OC)cc2OC)s1,-8,-20,-1.2,-0.1
Cc1nc2ccc(N)cc2c(=O)n1CC(=O)Nc1ccc(F)cc1,4,-4,-0.3,-0.1
C#CCn1c(=NC(=O)CSC(C)=O)sc2cc(Br)ccc21,22,-9,-0.8,0.9
O=C(Cc1ccccc1)NC1CCN(c2nc(-c3ccc(F)cc3)cs2)CC1,-13,3,-0.5,-0.1
Cc1ccccc1NC(=O)C1CCCN(S(=O)(=O)c2c(C)noc2C)C1 (configuration not stated),6,19,0.1,0.6

# Reformatted field by field: four of the compounds above.
> COC(=O)CSc1nnc(CNS(=O)(=O)c2ccc(C)cc2)n1C
- MITF inh: -8
- TEAD-YAP inh: -6
- GPR151 activ: 0.3
- FBW7 act: -0.1
> CCC(CC)c1nnc(NC(=O)c2ccc(OC)cc2OC)s1
- MITF inh: -8
- TEAD-YAP inh: -20
- GPR151 activ: -1.2
- FBW7 act: -0.1
> Cc1nc2ccc(N)cc2c(=O)n1CC(=O)Nc1ccc(F)cc1
- MITF inh: 4
- TEAD-YAP inh: -4
- GPR151 activ: -0.3
- FBW7 act: -0.1
> C#CCn1c(=NC(=O)CSC(C)=O)sc2cc(Br)ccc21
- MITF inh: 22
- TEAD-YAP inh: -9
- GPR151 activ: -0.8
- FBW7 act: 0.9

# (next part)
SMILES,MITF inh,TEAD-YAP inh,GPR151 activ,FBW7 act
CC(=O)c1cccc(CN2CCC(CO)(Cc3ccccc3)CC2)c1,9,1,0.2,1.0
O=C(Nc1ccc(-c2nc3ccccc3c(=O)o2)cc1)c1ccc(Cl)cc1,5,-5,0.9,0.0
Cc1nc2cc(C(=O)NCCC3=CCCCC3)ccc2n1-c1cccc(F)c1,14,2,1.2,0.0
Cc1ccc(NC(=O)Nc2ccccc2Cl)nc1,2,-31,-1.5,0.3
C/C(=N/Nc1nc2c(c(=O)n(C)c(=O)n2C)n1Cc1ccccc1)c1ccc([N+](=O)[O-])cc1,17,-8,-0.1,0.2
Cc1cc(C)cc(N2C(=O)/C(=C/C=C\c3ccccc3)S(=O)(=O)C2c2cccc([N+](=O)[O-])c2)c1 (configuration not stated),30,12,0.6,0.0
O=C(CCN1C(=O)c2ccccc2C1=O)Oc1ccc(C(=O)O)cc1,14,4,-1.0,0.0
CC(=O)Nc1ccc(-c2nc3cc(Cl)ccc3o2)cc1,18,-66,0.9,0.1
C=CCSc1nc(N)c(C#N)c(-c2cccs2)c1C#N,-8,-34,-1.4,0.1
COc1ccc(C2CC(=O)C3=C(C2)NC(C)=C(C(=O)OCCc2ccccc2)C3c2cccc([N+](=O)[O-])c2)cc1 (configuration not stated),8,1,-1.0,-0.2
Cc1ccccc1N/N=C/c1c(O)[nH]c(=O)[nH]c1=O,14,-4,-0.6,-0.2
O=C(CN1C(=O)C(c2ccc(F)cc2)=NC12CCCC2)Nc1ccccc1F,2,27,0.7,-0.1
CCCCCCOC(=O)c1ccc(NC(=O)c2c(Cl)c(Cl)c(Cl)c(Cl)c2C(=O)O)cc1,1,-2,1.6,0.0
O=C(NN1C(=O)C2C(C1=O)C1C=CC2C12CC2)c1ccc(Cl)cc1 (configuration not stated),10,-3,0.3,0.0
COc1cccc(C(=O)N(Cc2nc(-c3ccc(Cl)cc3)no2)C(C)C)c1,4,-6,2.3,-0.1
COc1ccc(-c2noc(N3CCCC(C(=O)NCCCN4CCC(C)CC4)C3)n2)cc1 (configuration not stated),5,0,-1.3,0.0

# Compound profiles, from the list above:
# C=CCSc1nc(N)c(C#N)c(-c2cccs2)c1C#N is listed as MITF inh = -8; TEAD-YAP inh = -34; GPR151 activ = -1.4; FBW7 act = 0.1
# O=C(CN1C(=O)C(c2ccc(F)cc2)=NC12CCCC2)Nc1ccccc1F is listed as MITF inh = 2; TEAD-YAP inh = 27; GPR151 activ = 0.7; FBW7 act = -0.1

# High-throughput results deposited in PubChem by The Scripps Research Institute Molecular Screening Center.
